GAA spleen mod – lysosomal alpha-glucosidase (human) modulation; human spleen homogenate, 4-MU-alpha-glucoside fluorescence; Potency, µM (highest dose often 79.9 µM), for inactives: at the top dose activity change, negative = inhibition, actives largely listed as inhibitors; 240,000 tested, 0.006% active; AID 2112;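 further: 0% = enzyme with vehicle and -100% = no enzyme basal signal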
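Compounds were titrated against alpha-glucosidase in spleen homogenate at pH 5.0, with 1 mM 4-methylumbelliferyl substrate for 40 min at 37 C. Reactions were quenched with pH 10 NaOH/glycine and fluorescence measured.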
GAA glycogen mod – inhibitors or activators of human alpha-glucosidase glycogen cleavage; recombinant GAA, glycogen substrate, Amplex Red glucose oxidase fluorescence; 300,000 tested, 0.38% active; P10253; AID 2100; Potency, µM (highest dose often 76.4 µM), for inactives: at the highest dose activity change, negative = inhibition, usual class: inhibitors;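 further: 0% = full enzyme reaction and -100% = no-enzyme basal signal; the screen sought inhibitors and activators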
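Recombinant human alpha-glucosidase (4 nM final) hydrolysed bovine liver glycogen (30 ug) for 40 min at 37 C in pH 5.0 citrate/phosphate with 0.01% Tween-20. Released glucose detected by glucose oxidase/Amplex Red, Ex 573/Em 610 nm. Compounds up to 77 uM; AC50 from Hill fits.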
aGal spleen mod – alpha-galactosidase A (human) modulation; P06280; human spleen homogenate, 4MU-alpha-Gal fluorescence, 40 min; Potency, µM (titrated, usually from 80 µM), without a hit: at the highest dose activity change, negative = inhibition, usual class: inhibitors; 240,000 tested, 0.008% active; AID 2107;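 further: 0% = enzyme with vehicle and -100% = no enzyme basal signal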
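Human spleen homogenate (1 ug) as enzyme source, 4-methylumbelliferyl-alpha-D-galactopyranoside 1 mM final, citrate/phosphate pH 5.0 with 0.01% Tween-20. Compounds 40 min at 37C, NaOH/glycine stop; fluorescence Ex 365/Em 440, Hill-fit AC50.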
The depositor's hits bear a star; [ ] = another dose, or the depositor's remark. The call rests on the fitted dose curve; in most records, active means well fitted curve in the direction sought with a large enough effect; inconclusive means small, poorly fitted or top-dose-only effect, or another doubt; inactive means no such curve, though single readings can be large; an effect the other way counts as inactive or inconclusive. Potency means the concentration at half of the fitted maximal effect. An excerpt; rates above refer to the full screens.

SMILES	GAA glycogen mod	aGal spleen mod	GAA spleen mod
O=S(=O)(Nc1cccc2cccnc12)c1ccccc1	1%	-5%	7%
C[C@@H](C(=O)CC(=O)OC(C)(C)C)[C@@H](O)c1c(F)cccc1Cl	-7%[76.3 µM]	27%	10%
C[C@H](C(=O)CC(=O)OC(C)(C)C)[C@H](O)c1ccccc1	-1%[76.3 µM]	-2%	-5%
NC(=O)c1cccc(-c2cccc(OC(=O)NC3CCCCC3)c2)c1	2%[76.3 µM]	-5%	-2%
CC1(C)CCC[C@]2(C)[C@H]3CC(=O)O[C@]3(C)CC[C@@H]12	3%	-14%	0%
COc1cc(CO)c(OC)c([N+](=O)[O-])c1	-3%[76.3 µM]	4%	0%
CNC(=O)C1(C(F)(F)F)C/C(=C\CCO)CCCO1 (centres undefined)	13%[76.3 µM]	0%	0%

Three structures from above, ordered by SMILES length, lowest first.
SMILES	GAA glycogen mod	aGal spleen mod	GAA spleen mod
O=S(=O)(Nc1cccc2cccnc12)c1ccccc1	1%	-5%	7%
NC(=O)c1cccc(-c2cccc(OC(=O)NC3CCCCC3)c2)c1	2%[76.3 µM]	-5%	-2%
C[C@H](C(=O)CC(=O)OC(C)(C)C)[C@H](O)c1ccccc1	-1%[76.3 µM]	-2%	-5%

Another view of three compounds above:
Each structure is followed by: GAA glycogen mod | aGal spleen mod | GAA spleen mod
> C[C@@H](C(=O)CC(=O)OC(C)(C)C)[C@@H](O)c1c(F)cccc1Cl
  -7%[76.3 µM] | 27% | 10%
> C[C@H](C(=O)CC(=O)OC(C)(C)C)[C@H](O)c1ccccc1
  -1%[76.3 µM] | -2% | -5%
> NC(=O)c1cccc(-c2cccc(OC(=O)NC3CCCCC3)c2)c1
  2%[76.3 µM] | -5% | -2%

Assay outcomes from PubChem.
